TDP2 inh = human TDP2 enzyme inhibitors, primary screen, biochemical, epi absorbance, recombinant enzyme | Tyrosyl-DNA phosphodiesterase 2 (Homo sapiens), O95551 | T5PNP hydrolysis, p-nitrophenol absorbance 415 nm | inhibition, % at 12.8 µM | 370,000 compounds, 0.34% hits | AID 720702, 2013;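 active means inhibition above the mean of all tested compounds plus 3 SD, set per campaign, cut at about 25% in these data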;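 further: 0% = DMSO with enzyme and 100% = buffer with substrate but no TDP2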
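Incubation: 2 h at 37 °C; Test system: recombinant human TDP2; Quantity: enzyme 120 nM; Read-out basis: percent inhibition; Medium: 50 mM Tris-HCl pH 7.5 with Mg2+, KCl, DTT, BSA; Repeats: single replicate; Compound: 12.8 µM single point, 1% DMSO; Signal: epi absorbance; Reagent: 5 mM T5PNP chromogenic substrate; Benchmarks: no-enzyme high, DMSO-plus-enzyme low.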
LEDGF integ inh = blockers of LEDGF/p75-dependent integrase strand transfer – biochemical, TR-FRET, high throughput, primary screen; HIV-1 integrase (with human LEDGF/p75); TR-FRET IN-LEDGF/p75 DNA integration, Eu/Cy5; inhibition, % at 3.7 µM; 370,000 compounds, 0.64% hits; AID 743269, 2014;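 active means inhibition above the screen-wide mean plus 3 SD, cut at about 13% in these data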;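 further: signal is the Cy5 over europium emission ratio at 671 and 618 nm; 0% = plate median of compound wells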
KLK7 zymogen act = proKLK7 zymogen activators, primary screen, biochemical, fluorescence intensity; purified proKLK7, EDANS-DABCYL substrate fluorescence; 100% is mature enzyme control, 0% vehicle; 370,000 compounds, 0.9% hits; activation, % at 7 µM; AID 652039, 2013;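 active means activation above the mean of all tested compounds plus 3 SD, computed per campaign excluding outliers beyond control limits, cut at about 13% in these data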
Target sequence (P49862 whole entry, looked up): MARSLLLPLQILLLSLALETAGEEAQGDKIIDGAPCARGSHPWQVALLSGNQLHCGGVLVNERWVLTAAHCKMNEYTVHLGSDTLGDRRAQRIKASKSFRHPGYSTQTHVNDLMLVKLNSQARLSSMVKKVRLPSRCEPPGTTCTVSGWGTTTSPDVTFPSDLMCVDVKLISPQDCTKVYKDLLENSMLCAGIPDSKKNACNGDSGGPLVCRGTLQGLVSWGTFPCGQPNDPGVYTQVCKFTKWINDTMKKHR
PRMT1 FP inh = PRMT1 methyltransferase inhibitors, primary screen, biochemical, fluorescence polarization; recombinant PRMT1, activity-based probe fluorescence polarization; inhibition, % at 2.79 µM; 370,000 compounds, 1.3% hits;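 active means inhibition above about 21% made by adding two undisclosed values, limit read from the data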
DDE Tn6 FP inh = inhibitors of Tn6 peptide binding to fibrin DD(E), primary screen, biochemical, fluorescence polarization, human fibrin, Tn6 probe. AID 720509, 2013. inhibition, % at 8.3 µM. 370,000 compounds, 0.21% hits. Fibrin DD(E) TRITC-Tn6 fluorescence polarization displacement;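 active means inhibition above a per-campaign cutoff: mean of compounds within control limits plus 3 SD, cut at about 15% in these data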;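 further: 0% = median of all compound wells on the plate and 100% = blocking peptide control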
SIAE inh = human SIAE inhibitors, primary screen, biochemical, fluorescence polarization, FP-Rh probe, 1536-well HTS; AID 1053197, 2014; inhibition, % at 9.66 µM; 370,000 compounds, 0.69% hits; SIAE FP-Rh probe binding; Sialate O-acetylesterase (Homo sapiens), Q9HAT2;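 active means inhibition above a cutoff: mean of compounds within the control limits plus 3 SD of those, cut at about 17% in these data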;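 further: 0% = plate median of compound wells and 100% = probe without SIAE protein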
DDE Tn7 FP inh = inhibitors of Tn7 peptide binding to fibrin DD(E), primary screen, biochemical, fluorescence polarization, human fibrin, Tn7 probe; FP displacement of FITC-Tn7 peptide from fibrin DD(E); 0% = median of compound wells per plate; Fibrinogen beta chain (Homo sapiens), P02675; AID 720508, 2013; 370,000 compounds, 0.13% hits; inhibition, % at 8.3 µM;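 active means inhibition above the mean of compounds falling within the control limits plus 3 SD of them, cut at about 14% in these data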;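 further: 0% = plate median of compound wells and 100% = 10 µM Aha-Tn7 peptide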
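Also added: labelled Tn7 tracer, 0.1 µM; Assay system: human fibrin DD(E) protein; Amount: 2 µM fibrin DD(E); Schedule: 10 min compound pre-incubation, 3 h probe incubation at room temperature; Repeats: one replicate per compound; Read-out basis: percent inhibition; Measured by: fluorescence polarization of the labelled Tn7 tracer.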
MBD2 inh = inhibitors of MBD2 binding to methylated DNA, primary screen, biochemical, TR-FRET, DNA-binding domain, human. Methyl-CpG-binding domain protein 2 (Homo sapiens), Q9UBB5. MBD2 binding to methylated oligonucleotide. inhibition, % at 4.4 µM. 370,000 compounds, 0.31% hits. AID 686964, 2013; in the data active means inhibition above about 13%
TCR-CD3 inh = inhibitors of human TCR-CD3 interaction, primary screen, biochemical, fluorescence, TAMRA-labeled TCR probe; T-cell receptor (TCR); inhibition, % at 9.4 µM; 360,000 compounds, 0.37% hits; in the data active means inhibition above about 19%;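 further: recombinant mutant TCR 2C K166C tagged with TAMRA read by polarization; 0% = receptor in buffer alone and 100% = receptor with positive control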
UHRF1 MBD2 ctr = UHRF1 methylated DNA binding inhibitors, primary screen, counter-screen for MBD2 inhibitor project, biochemical, TR-FRET, human UHRF1, single concentration; E3 ubiquitin-protein ligase UHRF1 (Homo sapiens), Q96T88; UHRF1 binding to methylated oligo; 370,000 compounds, 0.75% hits; inhibition, % at 4.4 µM; AID 687016, 2013; in the data active means inhibition above about 21%;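 further: UHRF1 SRA domain binding a hemimethylated CpG hairpin DNA probe; 0% = median of test compound wells and 100% = reference inhibitor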
Target sequence (Q96T88 whole entry, looked up, the tested form may be a part): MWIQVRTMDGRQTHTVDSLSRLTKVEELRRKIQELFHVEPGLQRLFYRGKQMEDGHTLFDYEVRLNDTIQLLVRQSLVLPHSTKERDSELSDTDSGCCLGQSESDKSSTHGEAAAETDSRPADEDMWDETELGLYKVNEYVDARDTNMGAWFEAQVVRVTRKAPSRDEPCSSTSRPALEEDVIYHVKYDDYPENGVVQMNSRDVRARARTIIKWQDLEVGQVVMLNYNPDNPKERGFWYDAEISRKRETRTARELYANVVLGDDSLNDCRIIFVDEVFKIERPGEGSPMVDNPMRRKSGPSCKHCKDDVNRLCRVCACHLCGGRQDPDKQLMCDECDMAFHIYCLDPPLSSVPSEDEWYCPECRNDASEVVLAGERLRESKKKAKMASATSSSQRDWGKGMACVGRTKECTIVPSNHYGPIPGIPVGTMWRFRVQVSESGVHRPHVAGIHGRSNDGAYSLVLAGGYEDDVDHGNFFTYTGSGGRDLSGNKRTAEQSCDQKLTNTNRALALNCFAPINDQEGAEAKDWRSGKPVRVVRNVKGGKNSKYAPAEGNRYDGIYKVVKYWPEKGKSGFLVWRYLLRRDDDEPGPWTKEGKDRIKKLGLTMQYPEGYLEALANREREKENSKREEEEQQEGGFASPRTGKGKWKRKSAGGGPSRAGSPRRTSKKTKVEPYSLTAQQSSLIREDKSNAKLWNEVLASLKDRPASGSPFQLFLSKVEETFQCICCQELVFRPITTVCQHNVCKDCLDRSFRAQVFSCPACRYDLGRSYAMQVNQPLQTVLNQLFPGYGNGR
The depositor's hits bear a star; x = not tested or not shown.

SMILES	TDP2 inh	LEDGF integ inh	KLK7 zymogen act	PRMT1 FP inh	DDE Tn6 FP inh	SIAE inh	DDE Tn7 FP inh	MBD2 inh	TCR-CD3 inh	UHRF1 MBD2 ctr
CC(NCc1ccco1)C(=O)N1CCN(Cc2ccccc2F)CC1 (stereo not given)	-2	-6	0.0	1	-1	-5	6	2	x	2
CCCCCN(C(=O)CCC(=O)OCc1cccc(C(F)(F)F)c1)c1c(N)n(CCCC)c(=O)[nH]c1=O	4	-3	-0.8	4	4	-2	3	0	-1	1
COc1ccc(C(=O)OCC(=O)c2ccc(S(=O)(=O)N3CCCCC3)cc2)c(OC)c1	4	-2	0.5	3	2	1	1	4	-4	2
O=C(CNC(=O)c1cccc(Br)c1)N/N=C/c1cccnc1	21	-1	0.9	-2	0	5	11	1	-5	-2
N#Cc1ccc(Oc2cccc3cccnc23)c([N+](=O)[O-])c1	12	-3	-4.5	27*	1	0	-5	0	-2	20
C/C(=N\NC(=O)c1ccc(CSc2nncn2C)cc1)c1ccc(C#N)cc1	-5	-1	0.2	-2	6	1	5	3	9	0
CCN(CCCCCN(C)C)Cc1cc2ccccc2o1	-4	-6	0.1	3	-7	1	4	-3	-7	7
Cc1[nH]c(=O)c(C#N)c(C)c1CCC(=O)NCc1cccc(C(F)(F)F)c1	-16	2	-0.3	-2	-6	4	2	3	-1	5
O=C(O)C1CCCCC1C(=O)Nc1ccc(F)c(F)c1 (stereo not given)	3	-3	0.1	0	-1	1	-2	-3	3	-2
O=C(Cc1ccsc1)N1CCN(S(=O)(=O)c2cc(C(F)(F)F)cc(C(F)(F)F)c2)CC1	-5	0	0.1	1	-8	-6	-8	-1	4	0
COc1ccc(C(=O)NCC(=O)OCC(=O)c2cc(OC)c(OC)c(OC)c2)cc1OC	-2	3	-0.5	3	6	-1	3	3	-5	2
CC(=O)OCC(=O)C1(O)CCC2C3CCC4=CC(=O)C=CC4(C)C3C(=O)CC21C (stereo not given)	9	-5	-0.1	2	0	-6	-3	0	-2	0
COc1ccc(S(=O)(=O)N2CCN(CC(=O)N3CCc4ccccc4C3)CC2)cc1OC	-1	8	-0.5	-7	1	-1	3	7	0	17
COc1ccccc1NS(=O)(=O)c1cccc(C(=O)N/N=C(\C)c2ccc3c(c2)OCCO3)c1	1	-2	-0.3	0	3	-7	5	5	-9	2
COc1cc(C(=O)NNC(=O)COc2ccccc2Cl)ccc1OCC(=O)N1CCOCC1	-8	3	0.1	-3	1	-8	-5	1	-1	-2
c1ccc(-c2ccc(C3=Nn4c(nnc4-c4cccs4)SC3)cc2)cc1	-10	-3	0.6	1	-11	-24	4	6	-2	0
Cc1noc(NS(=O)(=O)c2ccc(NC(=O)C(F)(F)C(F)(F)C(F)(F)F)cc2)c1C	-2	0	-0.1	4	3	2	-4	4	-3	0
COc1cc(S(=O)(=O)Nc2ccc(C)cc2)ccc1NC(=O)c1ccncc1	-13	4	0.6	-1	1	-6	-6	-7	-6	8
Cc1ccc(C)c(N(C(=O)CNC(=O)c2ccco2)C(C(=O)NC2CCCCC2)c2cccnc2)c1 (stereo not given)	6	0	-0.1	5	4	-5	0	0	4	-1
CC(=C/c1ccccc1)/C=N/n1c(-c2ccco2)n[nH]c1=S	12	-1	-0.8	32*	-6	1	-5	3	0	-4
O=C(Nc1ccc(F)c(Cl)c1)c1ccc2c(c1)OCO2	8	-1	-0.1	1	-3	2	6	-2	1	0
CCc1nc(N2CCC3(CC2)OCCO3)c2nnn(Cc3ccccc3)c2n1	11	1	-0.2	-2	4	7	4	3	2	-4
CC(=O)Nc1c(O)[nH]c2ccccc12	2	-1	0.0	0	0	0	-3	3	0	4
COc1ccc2c(-c3ccccc3)cc3nnnn3c2c1	-6	-1	-0.2	-4	8	5	4	-1	3	3

In the list so far, these contain a cyano group.
SMILES	TDP2 inh	LEDGF integ inh	KLK7 zymogen act	PRMT1 FP inh	DDE Tn6 FP inh	SIAE inh	DDE Tn7 FP inh	MBD2 inh	TCR-CD3 inh	UHRF1 MBD2 ctr
N#Cc1ccc(Oc2cccc3cccnc23)c([N+](=O)[O-])c1	12	-3	-4.5	27*	1	0	-5	0	-2	20
C/C(=N\NC(=O)c1ccc(CSc2nncn2C)cc1)c1ccc(C#N)cc1	-5	-1	0.2	-2	6	1	5	3	9	0
Cc1[nH]c(=O)c(C#N)c(C)c1CCC(=O)NCc1cccc(C(F)(F)F)c1	-16	2	-0.3	-2	-6	4	2	3	-1	5

Continued.
SMILES	TDP2 inh	LEDGF integ inh	KLK7 zymogen act	PRMT1 FP inh	DDE Tn6 FP inh	SIAE inh	DDE Tn7 FP inh	MBD2 inh	TCR-CD3 inh	UHRF1 MBD2 ctr
COc1ccc(CN(C)C(=O)c2ccc(NS(=O)(=O)c3ccc(C)c([N+](=O)[O-])c3)cc2)c(OC)c1OC	-7	-2	0.6	3	1	4	-2	1	5	-2
O=C(Cc1ccc([N+](=O)[O-])cc1)N1CCCCCC1	-7	1	-0.4	-1	1	3	1	-2	-5	2
Cc1ccc2nc3c(cc(C(=O)NCC4CCCO4)c(=N)n3CCCOC(C)C)c(=O)n2c1 (stereo not given)	-11	1	106*	2	-6	4	-9	-5	3	-1
CC(C)(C)n1nc2c(c1NC(=O)c1ccc([N+](=O)[O-])cc1)CS(=O)(=O)C2	-6	-1	-0.2	0	-1	3	2	6	-3	1
O=C(CC(c1ccccc1)c1cc(Cl)ccc1O)NCCN1CCOCC1 (stereo not given)	-12	2	0.1	7	-3	2	-7	4	0	1
O=C(O)C1CCN(C(=O)c2ccc(S(=O)(=O)N3CCCCCC3)cc2)CC1	1	0	0.7	4	-2	3	3	-2	-3	0
CCOC(=O)c1ccc(NC(=O)CCOc2ccccc2)cc1	-1	-1	0.1	3	0	0	3	2	0	0
CCOC(=O)C1=C(C)NC2=C(C(=O)C(C(=O)OCC)C(c3ccccc3OC)C2)C1c1ccccn1 (stereo not given)	-1	0	6.6	-3	7	13	5	2	6	-2
COc1ccc(/C=C(\NC(=O)c2ccccc2)C(=O)N2CCN(C)CC2)cc1	6	-2	0.2	1	4	-2	6	-1	5	0
COc1ccc(NC(=O)CNc2ccc(C#N)cc2)cc1	-1	-2	0.5	-2	6	-2	4	-2	4	0
CCOc1cc(/C=N/Nc2nc(-c3cccc(S(=O)(=O)N4CCCC4)c3)cs2)ccc1O	-11	0	-1.2	3	-3	21*	1	2	-1	2
O=C(Nc1ccc(O)cc1)c1ccc2c(c1)C(=O)N(Cc1ccccc1)C2=O	8	1	0.8	-1	4	10	-1	1	2	-2
O=C(NCc1ccc2c(c1)OCO2)c1n[nH]c(=O)c2ccccc12	0	1	0.3	0	-4	0	2	4	1	6
C=CCn1c(SCC(=O)OCC)nc(C(F)(F)F)cc1=O	7	3	-4.6	1	-4	3	-3	6	2	4
CS(=O)(=O)c1ccc(S(=O)CC(=O)OCc2ccccc2)c([N+](=O)[O-])c1 (stereo not given)	-10	9	-0.2	66*	-5	5	-1	-3	-10	-6
COc1ccc(OC)c2c1cc(C(=O)N[C@@H](Cc1ccccc1)C(=O)O)n2C	2	-5	0.3	3	0	-12	4	-1	6	-5
Cc1nn(-c2ccccc2)c(Cl)c1C(=O)N1CCN(c2ncnc3c2cnn3-c2ccccc2)CC1	8	-3	0.2	2	-3	4	6	3	-1	-1
CC(O)c1cccc(N=Cc2ccc3ccccc3c2O)c1 (stereo not given)	-7	2	-0.3	0	-5	11	-4	2	-5	-1
CCC(c1nnnn1CCOC)N(Cc1cc2cc(C)c(C)cc2[nH]c1=O)CC1CCCO1 (stereo not given)	-6	-1	10	9	0	1	1	-2	2	-4
Cc1ccc(C(=O)Nc2nnn(C)n2)cc1	3	-1	-0.7	-3	1	4	2	1	0	-2
COc1cccc(C(=O)N2CCN(C(=O)c3cccc4ccccc34)CC2)c1OC	-6	-2	0.7	0	-7	1	1	2	-1	0
COc1cc(C(=O)NC2CCN(Cc3ccccc3)CC2)cc(Cl)c1OC	-9	2	0.2	-4	13	7	6	2	4	-3
CCc1ccc(OCC(=O)OC(C)C(=O)Nc2ccc(Cl)cn2)cc1 (stereo not given)	-3	-2	-0.4	0	-12	-3	0	8	-9	5
CCOC(=O)CN1C(=O)C(O)=C(C(C)=O)C1c1ccccc1 (stereo not given)	5	4	-0.3	-1	0	2	0	-1	1	-5
COc1ccc(C(c2sc3nc(C)nn3c2O)N2CCC3(CC2)OCCO3)cc1 (stereo not given)	5	4	-0.5	0	3	5	1	-6	3	-1
O=C(c1ccc(-c2ccccc2)cc1)c1ccccc1C(=O)N1CCOCC1	-3	5	0.6	1	5	-3	10	-5	2	1
Cc1onc(-c2ccccc2Cl)c1C(=O)NCCCc1ccccc1	-15	0	0.1	7	-6	-3	-7	9	-3	3
CC(C)[C@H]1C(=O)Nc2ccccc2N1C(=O)N[C@@H](Cc1ccccc1)C(=O)N[C@H](C(=O)O)c1ccccc1	4	0	-0.1	-1	13	8	-1	-2	9	2
CCc1nccn1S(=O)(=O)c1ccc(OC)c(OC)c1	-1	-5	0.2	3	3	7	2	-3	-9	6
N#Cc1cccc(C(=O)Nc2ccc(S(=O)(=O)Nc3nccs3)cc2)c1	1	0	0.1	0	-3	-2	2	3	5	-3
CN(C)/C=C1\C(=O)ON=C1c1ccccc1	2	2	-0.6	1	2	2	4	-1	-3	4
CCOc1ccc(CC(=O)NNC(=O)/C=C/C(=O)O)cc1	-14	4	0.3	0	-7	5	-1	3	-5	1
COc1ccc(C(=O)N(c2ccc(OC)cc2)S(=O)(=O)c2cccs2)cc1	0	24*	0.2	-3	2	0	2	-8	9	1
O=C(NCC1CCCO1)c1ccc(Br)c(S(=O)(=O)N2CCOCC2)c1 (stereo not given)	2	1	0.0	-6	-5	2	-4	3	-4	2
CCCN(CC(=O)Nc1ccccc1C)C(=O)/C=C/c1ccc(OC)c(OC)c1	1	1	0.6	2	0	5	0	6	-4	5
CCOC(=O)c1cc(C(=O)Nc2cccc(C)c2)nn1C	7	0	0.0	-1	-4	-3	1	3	-3	1
